Compound activity as filed in PubChem.
GALK inh = inhibitors of human galactokinase; P51570; Purified GALK, Kinase-Glo residual ATP luminescence; Potency, µM (doses to about 57.5 µM), without a hit: top-dose activity change, negative = inhibition, usual class: inhibitors; actives 0.007% (n = 270,000); also: potency is read from the fitted curve at half-maximal effect; % is scaled to controls: 0 for no effect and ±100 for the full control effect
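Quantitative HTS: GALK 5 nM, ATP 35 uM, galactose 100 uM, 1 h room temperature, then luciferase-based ATP detection.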
B2AR arrestin = agonists driving beta-arrestin recruitment to human beta2-adrenergic receptor | P07550 | beta-arrestin recruitment to beta2AR, cell-based reporter | Potency, µM (titrated, usually from 46.1 µM), for the others: at the highest dose activation, usual class: activators | actives 0.02% (n = 330,000) | AID 492947;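 also: potency is read from the fitted curve at half-maximal effect; 0% = DMSO controls and full agonism = EC100 isoproterenol or metaproterenol; nearly all actives have a fitted effect of over 65% in size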
TRPV1 ag = activates the human vanilloid receptor TRPV1 | Q8NER1 | actives 0.19% (n = 320,000) | activation, % at 8.33 µM | AID 540275 | TRPV1-expressing cells, Fluo-8 calcium influx, agonist mode; in the data active = activation above about 80%; inconclusive = between about 30% and that limit; also: 0% is about no effect
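TRPV1-expressing cells were cultured overnight at 35.5C and loaded with Fluo-8 calcium dye for 40 to 90 min at room temperature. After a 10 s baseline, compound was added and calcium influx was read kinetically for 3 min (ex 480/em 520 nm).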
Menin MLL FP TR = menin-MLL binding inhibition, Texas Red mutant peptide | Menin + Texas Red MLL mutant peptide, fluorescence polarization | Potency, µM (top dose mostly 61.6 µM), inactives show at the highest dose FP activity change, negative = inhibition, usual class: inhibitors | actives 0.23% (n = 270,000) | AID 1768; active = well fitted inhibition curve with a large enough effect in the polarisation, with a control signal flat, not every such curve was filed as active; inconclusive = small, poorly fitted or top-dose-only effect, or effect the other way, or a change in a side signal; inactive = no such curve, though single readings can be large or run the other way; the % refers to the polarisation; also: potency is read from the fitted curve at half-maximal effect; % of control where 0% means no effect; many of its hits are not listed in these tables
KCNH2 WT inh = inhibitors of human wildtype KCNH2 potassium channel | U2OS, BacMam KCNH2, thallium flux FluxOr; stronger effect = lower value | Q12809 | activity change, % at 1.84 µM | actives 0.37% (n = 340,000);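 active = maximum activity change below -70%; inconclusive = maximum activity change between -70% and -50%; inactive = maximum activity change above -50%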; also: % is scaled to controls: 0 for no effect and ±100 for the full control effect
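U2OS cells were transduced with wild-type KCNH2 virus (2.03 x 10^8 / mL) for 4 h at room temperature, then cultured overnight at 37 C. Thallium flux was read with FluxOr dye. Rate constants were normalized to DMSO controls.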
FBPA coupling cs = coupling enzyme interference in Giardia aldolase counter-screen. actives 0.67% (n = 290,000). activity change, negative = inhibition, % at 58.2 µM, hits read low. AID 2472. coupling enzyme system counterscreen, AmpLite Red fluorescence; in the data active = activity change below about -30%; also: % is scaled to controls: 0 for no effect and ±100 for the full control effect
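Coupling enzymes only (glyceraldehyde-3-phosphate) + compound, at 57.5 uM final, 10 min RT; add substrate/coupling/AmpLite Red mix, 20 min RT; fluorescence ex 525/em 598 nm. Actives flag coupling-system interference.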
KCNH2 3.1 block = KCNH2 3.1 (human) potassium channel inhibition; U2OS KCNH2 3.1, thallium flux FluxOr; stronger effect = lower value; activity change, % (tested at about 1.8 µM); actives 0.95% (n = 340,000);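 active = maximum activity change below -70%; inconclusive = maximum activity change from -70% to -50%; inactive = maximum activity change above -50%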;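 also: thallium influx rate constant from kinetic fluorescence after stimulation buffer; % is scaled to controls: 0 for no effect and ±100 for the full control effect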
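Thallium flux via FluxOr fluorescence (Red40 quencher, 45 min loading) in U2OS cells virally expressing the KCNH2 3.1 isoform (1.77 x 10^8 /mL virus, overnight at 37 C). Rate constants from 2-min kinetic reads post-stimulation, normalised to positive and negative controls.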
USP2a inh = inhibitors of human ubiquitin-specific protease USP2a. USP2 core, Ub-CHOP2 coupled fluorogenic reporter, 485/531. Potency, µM (highest dose often 38.3 µM), for inactives: top-dose activity change, negative = inhibition, actives largely listed as inhibitors. actives 0.01% (n = 330,000). AID 463254;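 also: potency is read from the fitted curve at half-maximal effect; plate controls were DMSO wells for no effect and full inhibition by NEM control for full effect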
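USP2 core (10nM final) preincubated 30min RT with compound in 20mM Tris-HCl pH 8.0, 2mM CaCl2, 2mM beta-mercaptoethanol, 0.05% CHAPS; 25nM Ub-CHOP2 plus 25nM reporter substrate added, fluorescence (Ex485/Em531) read after 60min.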
PKM2 activator = increases activity of human pyruvate kinase M2; purified PKM2, Kinase-Glo ATP luminescence, activation; response scale: 0% is enzyme alone, no compound; actives 0.34% (n = 260,000); Potency, µM (top dose mostly 57.5 µM), for the others: at the highest dose activation, usual class: activators; P14618; also: potency is read from the fitted curve at half-maximal effect; % is scaled to controls: 0 for no effect and ±100 for the full control effect; nearly all actives have a fitted effect of over 55% in size
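Kinase-Glo luminescence reports ATP generated from ADP (0.1 mM) and PEP (0.5 mM) by purified hPK-M2 after 1 h at room temperature, pH 7.2 imidazole buffer; intermediate enzyme activity allows detecting inhibitors and activators.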
Giardia killer = kills Giardia lamblia. activity change, % at 7.66 µM, hits read low. actives 0.15% (n = 340,000). Giardia lamblia trophozoite viability; in the data active = activity change below about -80%; inconclusive = between about -30% and that limit;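 also: parasites exposed to compound for two days anaerobically before the ATP read; % is scaled to controls: 0 for no effect and ±100 for the full control effect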
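ATP-content bioluminescence gauges trophozoite survival. Cells (100/well) receive compound and incubate anaerobically for 48 hrs at 37 deg C; detection reagent follows for 15-30 min at room temperature.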
MLL CXXC-DNA inh = blocks binding of human MLL CXXC domain to DNA; actives 0.037% (n = 290,000); Potency, µM (highest dose often 115 µM), inactives show top-dose activity change, negative = inhibition, most hits filed as inhibitors; MLL-CXXC / FITC-HOXA9 DNA fluorescence polarization; AID 2662; Q03164; active = well fitted inhibition curve with a large enough effect in the polarisation, with a control signal flat, not every such curve was filed as active; inconclusive = small, poorly fitted or top-dose-only effect, or effect the other way, or a change in a side signal; inactive = no such curve, though single readings can be large or run the other way; the % refers to the polarisation; also: potency is read from the fitted curve at half-maximal effect
Target sequence (Q03164 whole entry, looked up, the tested form may be a part): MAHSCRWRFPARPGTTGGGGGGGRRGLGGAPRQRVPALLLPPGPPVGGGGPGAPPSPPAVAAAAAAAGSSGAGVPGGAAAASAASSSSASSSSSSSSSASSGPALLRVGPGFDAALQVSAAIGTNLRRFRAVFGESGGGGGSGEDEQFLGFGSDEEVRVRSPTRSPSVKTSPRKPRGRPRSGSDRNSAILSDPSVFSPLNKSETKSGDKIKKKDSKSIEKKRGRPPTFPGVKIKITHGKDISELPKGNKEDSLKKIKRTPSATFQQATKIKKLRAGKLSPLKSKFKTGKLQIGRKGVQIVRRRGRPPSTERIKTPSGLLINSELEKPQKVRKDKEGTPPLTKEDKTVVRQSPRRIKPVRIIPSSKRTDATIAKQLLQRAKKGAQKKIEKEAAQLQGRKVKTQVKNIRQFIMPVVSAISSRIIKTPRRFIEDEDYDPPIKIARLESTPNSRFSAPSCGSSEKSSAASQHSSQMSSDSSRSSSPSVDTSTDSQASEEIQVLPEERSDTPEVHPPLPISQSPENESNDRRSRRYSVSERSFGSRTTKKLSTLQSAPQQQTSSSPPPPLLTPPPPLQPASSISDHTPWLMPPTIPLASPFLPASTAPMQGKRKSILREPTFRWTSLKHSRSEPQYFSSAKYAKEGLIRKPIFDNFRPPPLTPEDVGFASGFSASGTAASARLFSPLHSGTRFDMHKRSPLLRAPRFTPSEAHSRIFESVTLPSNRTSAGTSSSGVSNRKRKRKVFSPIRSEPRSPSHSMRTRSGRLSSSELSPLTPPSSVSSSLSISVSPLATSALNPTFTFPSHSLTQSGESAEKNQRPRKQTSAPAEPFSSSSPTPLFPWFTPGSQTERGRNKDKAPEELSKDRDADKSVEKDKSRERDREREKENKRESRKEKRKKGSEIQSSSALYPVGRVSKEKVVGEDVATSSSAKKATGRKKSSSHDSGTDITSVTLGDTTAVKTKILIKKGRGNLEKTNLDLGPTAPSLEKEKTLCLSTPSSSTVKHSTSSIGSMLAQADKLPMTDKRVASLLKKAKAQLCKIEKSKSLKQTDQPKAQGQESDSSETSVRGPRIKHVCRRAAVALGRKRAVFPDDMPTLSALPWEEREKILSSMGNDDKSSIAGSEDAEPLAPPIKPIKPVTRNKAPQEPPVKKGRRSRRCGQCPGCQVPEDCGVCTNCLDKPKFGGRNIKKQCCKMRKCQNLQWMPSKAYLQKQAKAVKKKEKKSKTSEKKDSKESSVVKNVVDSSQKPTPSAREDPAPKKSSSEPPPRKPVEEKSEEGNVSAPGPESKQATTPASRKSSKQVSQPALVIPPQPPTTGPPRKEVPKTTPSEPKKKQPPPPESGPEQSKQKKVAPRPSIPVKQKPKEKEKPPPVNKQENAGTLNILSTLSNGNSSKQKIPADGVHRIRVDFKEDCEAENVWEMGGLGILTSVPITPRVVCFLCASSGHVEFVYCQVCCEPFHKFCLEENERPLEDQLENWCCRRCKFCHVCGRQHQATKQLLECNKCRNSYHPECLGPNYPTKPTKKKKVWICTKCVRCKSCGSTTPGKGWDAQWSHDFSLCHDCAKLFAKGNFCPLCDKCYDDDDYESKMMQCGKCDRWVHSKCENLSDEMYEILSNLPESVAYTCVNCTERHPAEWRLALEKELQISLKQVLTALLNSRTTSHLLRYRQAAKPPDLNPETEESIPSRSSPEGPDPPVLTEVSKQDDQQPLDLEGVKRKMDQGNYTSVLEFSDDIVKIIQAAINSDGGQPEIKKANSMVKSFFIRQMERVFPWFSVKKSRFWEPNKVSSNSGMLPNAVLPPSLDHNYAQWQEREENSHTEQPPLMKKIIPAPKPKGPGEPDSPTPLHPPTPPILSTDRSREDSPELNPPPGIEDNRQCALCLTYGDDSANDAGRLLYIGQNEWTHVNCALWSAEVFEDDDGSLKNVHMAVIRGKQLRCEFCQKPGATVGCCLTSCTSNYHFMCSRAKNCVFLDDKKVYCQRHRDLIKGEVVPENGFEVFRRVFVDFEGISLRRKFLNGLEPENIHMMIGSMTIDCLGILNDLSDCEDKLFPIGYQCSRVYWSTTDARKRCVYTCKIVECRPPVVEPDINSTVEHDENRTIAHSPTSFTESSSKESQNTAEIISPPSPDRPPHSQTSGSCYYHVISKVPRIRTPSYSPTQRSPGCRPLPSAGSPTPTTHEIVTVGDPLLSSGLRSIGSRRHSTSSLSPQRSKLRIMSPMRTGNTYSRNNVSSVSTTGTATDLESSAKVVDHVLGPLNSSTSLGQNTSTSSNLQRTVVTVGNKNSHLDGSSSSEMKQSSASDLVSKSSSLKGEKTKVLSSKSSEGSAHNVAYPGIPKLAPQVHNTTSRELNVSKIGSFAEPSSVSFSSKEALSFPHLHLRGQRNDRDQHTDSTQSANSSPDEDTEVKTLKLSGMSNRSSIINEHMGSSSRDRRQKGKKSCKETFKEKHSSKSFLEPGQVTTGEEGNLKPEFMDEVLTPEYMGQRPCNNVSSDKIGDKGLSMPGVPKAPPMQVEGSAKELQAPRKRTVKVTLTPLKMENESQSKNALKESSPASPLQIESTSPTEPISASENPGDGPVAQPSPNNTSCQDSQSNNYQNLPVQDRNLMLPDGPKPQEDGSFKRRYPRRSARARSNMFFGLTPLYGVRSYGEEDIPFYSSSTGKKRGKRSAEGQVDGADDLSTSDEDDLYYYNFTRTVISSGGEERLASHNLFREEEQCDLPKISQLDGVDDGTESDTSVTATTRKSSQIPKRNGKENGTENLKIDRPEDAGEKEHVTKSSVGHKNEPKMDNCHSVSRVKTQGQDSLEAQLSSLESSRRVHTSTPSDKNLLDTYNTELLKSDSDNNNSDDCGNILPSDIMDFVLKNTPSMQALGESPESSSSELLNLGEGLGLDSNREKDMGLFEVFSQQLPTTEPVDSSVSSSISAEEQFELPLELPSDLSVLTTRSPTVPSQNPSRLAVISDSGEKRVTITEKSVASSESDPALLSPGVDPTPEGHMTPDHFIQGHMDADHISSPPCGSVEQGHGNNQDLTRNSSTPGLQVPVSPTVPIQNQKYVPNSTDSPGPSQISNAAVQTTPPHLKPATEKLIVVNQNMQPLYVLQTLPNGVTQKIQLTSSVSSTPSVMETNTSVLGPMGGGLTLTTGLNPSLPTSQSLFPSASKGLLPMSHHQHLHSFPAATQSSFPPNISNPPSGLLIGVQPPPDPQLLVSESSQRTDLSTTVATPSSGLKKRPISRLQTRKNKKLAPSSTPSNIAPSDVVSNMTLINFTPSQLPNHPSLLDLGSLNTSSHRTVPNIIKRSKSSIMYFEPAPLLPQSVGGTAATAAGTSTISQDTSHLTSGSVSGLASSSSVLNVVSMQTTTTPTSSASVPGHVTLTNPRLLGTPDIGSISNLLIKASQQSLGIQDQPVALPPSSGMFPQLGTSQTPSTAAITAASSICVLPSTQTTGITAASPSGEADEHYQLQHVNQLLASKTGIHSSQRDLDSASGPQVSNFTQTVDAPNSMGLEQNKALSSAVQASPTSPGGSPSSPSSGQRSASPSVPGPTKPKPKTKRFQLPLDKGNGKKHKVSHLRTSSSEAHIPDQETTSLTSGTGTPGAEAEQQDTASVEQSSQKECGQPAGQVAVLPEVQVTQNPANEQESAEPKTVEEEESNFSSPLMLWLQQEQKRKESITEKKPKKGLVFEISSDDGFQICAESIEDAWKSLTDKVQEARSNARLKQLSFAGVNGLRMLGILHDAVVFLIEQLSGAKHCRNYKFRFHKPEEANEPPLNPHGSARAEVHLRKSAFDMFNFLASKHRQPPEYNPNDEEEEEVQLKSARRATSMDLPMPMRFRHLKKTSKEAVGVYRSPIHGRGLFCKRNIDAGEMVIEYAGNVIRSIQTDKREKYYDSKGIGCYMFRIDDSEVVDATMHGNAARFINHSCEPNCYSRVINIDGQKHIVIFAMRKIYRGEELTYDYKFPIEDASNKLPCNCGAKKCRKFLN
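Purified MLL-CXXC (added from a 7 uM solution) was preincubated 5 min at ambient with pinned compounds in 50 mM Tris-HCl pH 7.5, 50 mM NaCl, 1 mM DTT, 0.05% BSA. Fluorescein-labeled HOX-A9 DNA (50 nM solution) followed, 30 min, then polarization read.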
Numbers without * were called inactive; ? = inconclusive; . = not tested or not shown; [ ] = dose if it differs, or a comment. Unless noted, calls follow the shape of the dose curve; as a rule, active = well fitted curve in the direction sought with a large enough effect; inconclusive = small, poorly fitted or top-dose-only effect, or another doubt; inactive = no such curve, though single readings can be large; an effect the other way counts as inactive or inconclusive. Only part of the results is shown; count on the stated rates, not on these rows.

SMILES | GALK inh | B2AR arrestin | TRPV1 ag | Menin MLL FP TR | KCNH2 WT inh | FBPA coupling cs | KCNH2 3.1 block | USP2a inh | PKM2 activator | Giardia killer | MLL CXXC-DNA inh
COc1ccccc1N1CC(C(=O)Nc2ccc(S(=O)(=O)N3CCCC3)cc2)CC1=O (stereo not given) | . | 0.4% | . | . | 0 | . | 5 | -5% | . | -4 | .
COC(=O)C(Cc1ccc(O)cc1)NC(=O)C(CC(=O)OC(C)(C)C)NC(=O)OC(C)(C)C (stereo not given) | 2% | 0.0% | 4 | -19% | -7 | -2 | -3 | 4% | 2% | -16 | -2%
O=c1oc(-c2ccco2)nc2c1cnn2-c1ccccc1 | 2% | 0.5% | -1 | 1% | 1 | 2 | -10 | 2% | -6% | 3 | -25%
O=C(C[n+]1cc(-c2ccc(Cl)cc2)n2c1CCC2)N1c2ccccc2Sc2ccccc21 | 1% | -0.4% | -1 | -18% | 0 | 2 | -7 | 1% | -7% | -5 | 5%
CC(NC(=O)COC(=O)Cc1ccsc1)c1ccccc1 (stereo not given) | 1% | -2.0% | 10 | -14% | -1 | 0 | 4 | 1% | -2% | 17 | 5%
COc1ccc(NC(=O)c2cc(-c3ccncc3)nc3ccc(Br)cc23)cc1OC | -6% | 0.0% | -6 | ? | 2 | 2 | 16 | -1% | 3% | 4 | -1%
C=CCn1c(C)cc(C(=O)CSc2n[nH]c(N)n2)c1C | 1% | 0.0% | -1 | -7% | 2 | -2 | -3 | -6% | 0% | 13 | 5%
COc1cc(OC)cc(-n2nnnc2SCC(=O)Nc2nc3c(s2)CCCC3)c1 | -3% | 0.0% | -1 | . | -3 | -2 | -9 | 0% | 4% | -24 | 5%
O=c1c2c([nH]c3ccccc13)CCC2 | -2% | -0.2% | -2 | 6% | -16 | -1 | 11 | 1% | -3% | 8 | -5%
CC1(C)CC(=O)C/C(=N\NC(=O)Cc2ccccc2)C1 | 2% | -0.2% | 0 | 7% | 12 | 1 | -5 | 4% | -5% | -4 | 9%
CSc1nncc(/C(C)=N\Nc2ccccc2)n1 | 1% | -0.8% | 4 | 58%[activator] | -5 | 0 | 8 | -5% | 4% | -12 | 21%
Cc1cnc(=O)[nH]c1SCc1cccc(C(F)(F)F)c1 | -7% | 0.0% | 1 | 2% | . | 4 | -1 | -1% | . | -7 | -4%
CC(C)OCC(O)CN1CCN(CC(O)COc2ccc3c(c2)OCO3)CC1 (stereo not given) | 1% | -0.2% | 1 | 4% | 4 | 2 | 2 | 0% | -4% | -4 | -8%
Cc1ccc(CNC(=O)CNC(=O)c2ccc(C(C)(C)C)cc2)n1C | . | 0.0% | . | . | -6 | . | 15 | 4% | . | -1 | .
O=C(CSc1nc(N2CCCCC2)nc(N2CCCCC2)n1)N1CCc2ccccc21 | 1% | 0.2% | -2 | -13% | . | 4 | . | 1% | 3% | . | -4%
Cn1c(CNC(=O)CCNC(=O)c2cccc(Cl)c2)cc(=O)n(C)c1=O | -4% | 0.4% | -1 | . | -18 | . | 15 | 2% | . | 0 | 7%
COCCN1CCN(C(=O)C2CCC(=O)N(CCc3cccc(F)c3)C2)CC1 (stereo not given) | -5% | 4.2% | -4 | . | -5 | . | 14 | -1% | -10% | 17 | -2%
COc1ccc(C)cc1NC(=O)CSc1nnc2ccc(-c3cccnc3)nn12 | . | 0.0% | 1 | . | -2 | . | 0 | 3% | . | 11 | .
CCOc1cc(NCc2ccccc2)c2ncn(C(C)C)c2c1 | . | 0.1% | . | . | 6 | . | 2 | 3% | . | -6 | .
Cc1nnc(SCC(=O)NC2CC2)n1CCc1ccccc1 | -1% | -0.3% | -6 | 0% | 2 | -2 | -17 | -1% | -1% | 1 | 0%
CCCNC(=O)c1ccc2c(c1)ncn2-c1ccccc1OC | 3% | -0.3% | -2 | -1% | 3 | 0 | -1 | 0% | 1% | -15 | 16%
Cc1ccc(NC(=O)c2ccc(-c3nn(C)c(=O)c4ccccc34)cc2)cc1 | -1% | 0.5% | 4 | 12% | 4 | -1 | -1 | 0% | -1% | 0 | -17%
COc1ccc2cc(C(=O)NCc3ccccc3)c(=Nc3ccc(C(=O)O)cc3)oc2c1 | 3% | 0.4% | 1 | 12% | . | 4 | -13 | -1% | 1% | -28 | 1%
C[C@]12c3[nH]c4ccc(Cl)cc4c3CCN1C(=O)[C@@H](CC(=O)NCc1cccc(C(F)(F)F)c1)C[C@@H]2C(=O)N1CCCCC1 | . | -0.6% | . | . | 9 | . | -19 | 1% | . | -12 | .
C/C(=N\NC(=O)CSCc1ccccc1Cl)c1cc(O)ccc1O | 4% | 0.4% | 9 | ? | 7 | -6 | -4 | 1% | ? | -8 | 2%
COc1cc2c(cc1OC)C(C)N(CC(=O)Nc1ccc(C)c(S(=O)(=O)N3CCOCC3)c1)CC2 (stereo not given) | 7% | 0.4% | 19 | -9% | 11 | -8 | 3 | 4% | 1%[0.46 µM] | -12 | -1%
O=C(COC(=O)C1CCC1)Nc1ccc(Oc2ccccc2)cc1 | 0% | -0.2% | ? | 13% | -11 | 5 | -8 | 0% | -21% | -16 | 5%
CC(=O)c1cccc(S(=O)(=O)N2CCn3cccc3C2C)c1 (stereo not given) | . | 0.0% | 0 | . | -4 | . | 2 | 1% | . | 3 | .
CC1(C)CC(=O)C2=C(C1)Nc1cc3c(cc1C2c1ccc2c(c1)OCO2)OCO3 (stereo not given) | 3% | -0.5% | ? | 5% | 1 | -3 | 5 | -9% | 26% | 24 | 5%
Cc1nc(-c2ccc(NC(=O)C(C)(C)C)cc2)c(-c2ccccc2)o1 | 2% | 0.3% | 16 | 4% | -3 | 0 | 2 | 1% | . | 8 | -4%
Cc1nn(-c2ccccc2)c(C)c1-c1nnc(C(F)(F)F)o1 | . | 0.2% | 2 | -11% | -1 | 0 | 5 | -2% | . | 29 | 12%
CCCCOc1c(C(=O)Nc2ccccc2)nnn1-c1ccccc1 | -3% | -0.1% | ? | 3% | -7 | -2 | -12 | -1% | 2% | 2 | 12%
COc1cc(OC)cc(C(=O)NC(=S)Nc2ccc3[nH]c(=O)[nH]c3c2)c1 | 3% | 0.8% | -1 | ? | 6 | 0 | -6 | -1% | 0% | -8 | -3%
COCCNc1oc(/C=C/c2ccc(F)cc2)nc1S(=O)(=O)c1ccccc1 | -3% | 0.2% | -1 | 18% | -1 | 1 | -9 | 1% | . | 12 | 1%
COc1cccc(C(=O)Nc2nc(C)cs2)c1 | 0% | 0.3% | 5 | 6% | 1 | -2 | -2 | -2% | -4% | -20 | 5%
COc1ccc(N2C(=O)/C(=C/c3cccs3)NC2=S)cc1 | 0% | -0.8% | -1 | -4% | -1 | 2 | 7 | -1% | -37% | 11 | 13%
COc1ccc(CNC(=O)CSc2nc3ccc(OC)cc3[nH]2)cc1 | -1% | 0.4% | ? | 3% | 8 | 2 | -1 | 0% | 0% | -12 | 0%
COc1ccccc1NC(=O)Nc1nc(CC(=O)NCc2c(F)cccc2F)cs1 | . | -0.2% | 0 | . | -3 | . | 1 | 0% | . | -14 | .
CCOC(=O)c1c(-c2cccc(C)c2)csc1NC(=O)c1c(-c2ccccc2)noc1C | 4% | -0.5% | 0 | -4% | 7 | . | -3 | -5% | -2% | -9 | -8%
O=C(Cc1ccccc1)NC1CCN(C(=O)NCc2ccccc2)CC1 | 0% | 0.2% | 2 | -11% | 7 | -1 | -1 | 3% | 0% | 15 | 7%
O=C(NC(=S)Nc1ccc(CN2CCOCC2)cc1)c1ccc(-c2cccc(Cl)c2)o1 | -1% | 5.4% | 0 | . | 1 | -8 | -16 | -1% | 0% | -19 | 0%
O=c1[nH]c2ccc(S(=O)(=O)Nc3ccc(-c4nnc5n4CCCCC5)cc3)cc2o1 | 4% | -2.4% | -1 | 0% | -2 | 7 | 13 | 3% | 1% | 12 | 6%
CC1(C)C2([N+](=O)[O-])CN3CC1([N+](=O)[O-])CN(C2)C31CCCC1 | 0% | 0.1% | 1 | -7% | -7 | 2 | 4 | 2% | -13% | 12 | 5%
CC1=NN(Cc2ccccc2)C(=O)/C1=C/c1ccc(N(C)C)cc1 | 0% | -0.2% | -8 | ? | 45 | -6 | 0 | -1% | -2% | -2 | 4%
O=C(Nc1ccc(-c2cnco2)cc1)c1ccc(F)cc1F | -1% | 0.2% | ? | . | 2 | 0 | 3 | 1% | 4% | 2 | 3%
O=C(NC1CCCC1)C(c1ccccn1)N(Cc1ccc(F)cc1)C(=O)c1csnn1 (stereo not given) | 3% | 0.1% | 4 | -17% | -1 | 2 | -16 | -2% | . | 2 | 7%
COc1ccc(CNc2ccc(S(=O)(=O)N3CCN(C)CC3)cn2)cc1OC | . | 0.3% | -4 | . | -2 | . | -6 | 1% | . | 8 | .
